High-throughput results deposited in PubChem by several laboratories.
LMPTP block = blocks human LMPTP phosphatase. inhibition, % at 20 µM. P24666. AID 651560. recombinant LMPTP-A, OMFP fluorogenic substrate, fluorescence intensity. actives 0.22% (n = 360,000);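 active = compounds that cut the enzyme signal by at least half of the control window in the single-dose screen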;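 note: plate controls were DMSO wells with enzyme plus substrate for no effect and substrate without enzyme for full effect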
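Assay system: LMPTP-A enzyme. Input: 0.625 nM LMPTP-A final. Probe or stimulus: 400 µM OMFP. Compound dosing: single 20 µM dose. Schedule: 50 min dark incubation at room temperature. Detection: fluorescence intensity of OMFP turnover product. Read-out: percent inhibition versus substrate-only and uninhibited controls. Benchmarks: no-enzyme low control, uninhibited high control.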
Scp-1 inhibitor = blocks human Scp-1 phosphatase activity; AID 493091; Recombinant Scp1, phosphopeptide, malachite green phosphate absorbance; actives 0.88% (n = 340,000); Q9GZU7; inhibition, % at 20 µM;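 active = inhibition above about 50% at 20 µM, limit read from the data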;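 note: plate controls were DMSO wells with enzyme for no effect and wells lacking enzyme for full effect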
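Times: enzyme reaction 45 min at room temperature, colour 5 min, stabilisation 30 min. Material: SCP-1 catalytic fragment, aa 76-261. Medium: Acidic Tris acetate buffer with magnesium and detergent. Signal: colorimetric free-phosphate detection, absorbance 630 nm. Read-out basis: % inhibition of SCP-1 phosphate liberation. Reagent: Phosphorylated 17-residue peptide substrate.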
SUMO1 PPI mod = SUMO1-SIM interaction modulation; SUMO1 binding to a labelled peptide, TR-FRET, 1 h; inhibition, % at 20 µM; actives 0.33% (n = 360,000); AID 602429; in the data active = inhibition above about 37%
Target sequence (P63165 whole entry, looked up): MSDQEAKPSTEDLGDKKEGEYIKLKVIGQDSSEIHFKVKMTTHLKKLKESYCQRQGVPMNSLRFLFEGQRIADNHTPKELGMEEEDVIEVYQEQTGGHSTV
TbMetRS inhib = Trypanosoma brucei MetRS inhibition; purified T. brucei MetRS, ATP depletion, Kinase-Glo luminescence; inhibition, % at 11.9 µM; actives 0.4% (n = 360,000); AID 624268;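 active = inhibition above a per-plate cutoff of the control wells' mean inhibition plus 3 SD, cut at about 5.5% in these data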;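 note: 0% = DMSO wells median and 100% = median of wells with control inhibitor compound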
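Dosing: 11.9 µM compound single dose, 0.9% DMSO; Assay system: purified T. brucei MetRS enzyme; Measured by: Kinase-Glo luciferase luminescence reporting remaining unconsumed ATP; Schedule: 15 min plus 2 h at 25 °C.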
DNMT1 block = inhibitors of human DNMT1 | DNMT1 molecular beacon, Hinp1I cleavage, fluorescence | inhibition (reported as % activation of signal), % at 10 µM | actives 0.83% (n = 360,000); in the data active = inhibition above about 50%
Rpn11 block = inhibitors of human proteasome Rpn11; calls only at 20 µM; actives 0.59% (n = 360,000); human 26S proteasome, Ub4-pepOG fluorescence polarization; 20S core pre-blocked with epoxomicin;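 active = inhibition at 20 µM, scaled to each plate's controls, above about 33%, limit read from the data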
Target sequence (O00487 whole entry, looked up): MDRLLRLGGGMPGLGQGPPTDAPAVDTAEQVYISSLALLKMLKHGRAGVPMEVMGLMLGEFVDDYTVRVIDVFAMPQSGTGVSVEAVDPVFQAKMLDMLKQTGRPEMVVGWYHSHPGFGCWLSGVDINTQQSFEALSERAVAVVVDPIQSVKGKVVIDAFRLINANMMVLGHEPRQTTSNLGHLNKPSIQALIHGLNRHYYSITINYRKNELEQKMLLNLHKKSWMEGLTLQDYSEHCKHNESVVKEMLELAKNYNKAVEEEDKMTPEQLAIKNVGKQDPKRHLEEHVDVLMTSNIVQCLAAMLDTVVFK
CSN deneddyl inh = inhibitors of human CSN-mediated cullin deneddylation; Q92905; Purified CSN, SCF-Nedd8-OG deneddylation, fluorescence polarization; inhibition, % at 12.5 µM; actives 0.38% (n = 360,000); AID 651999;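 active = pattern-corrected inhibition above about 35%, with an unprinted fluorescence ratio check between 0.5 and 1.5, limit read from the data, passing the limit was not always enough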;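 note: 0% = enzyme with substrate and 100% = substrate without enzyme; some results filed as inactive read as strong as hits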
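Test system: Human Csn5 produced in HEK293T cells | Compound: 12.5 µM single point | Times: 90 min, room temperature | Signal: Fluorescence polarization readout | Read-out basis: % inhibition of substrate cleavage by Csn5 | Controls: no-enzyme wells high, enzyme-with-substrate wells low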
NadD inh = NadD (S. aureus) enzyme inhibition; purified NadD enzyme, colorimetric absorbance read-out; inhibition, % at 20 µM; actives 0.78% (n = 360,000); in the data active = inhibition above about 26%; note: some compounds past the cut are filed as inactive
MsrA inhibitor = bovine MsrA inhibition; inhibition, % at 15.5 µM; actives 0.75% (n = 360,000); purified bovine MsrA, absorbance read-out; in the data active = inhibition above about 4.5%;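 note: 0% = vehicle wells with enzyme and 100% = reference inhibitor wells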
STEP block = inhibitors of human striatal-enriched phosphatase STEP; P54829; recombinant STEP, OMFP fluorogenic substrate, fluorescence; inhibition, % at 20 µM; actives 0.25% (n = 360,000); AID 588621;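 active = inhibition at 20 µM, scaled per plate between control wells, above about 37%, limit read from the data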;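 note: 0% = DMSO with enzyme and substrate and 100% = substrate only without enzyme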
Target sequence (P54829 whole entry, looked up): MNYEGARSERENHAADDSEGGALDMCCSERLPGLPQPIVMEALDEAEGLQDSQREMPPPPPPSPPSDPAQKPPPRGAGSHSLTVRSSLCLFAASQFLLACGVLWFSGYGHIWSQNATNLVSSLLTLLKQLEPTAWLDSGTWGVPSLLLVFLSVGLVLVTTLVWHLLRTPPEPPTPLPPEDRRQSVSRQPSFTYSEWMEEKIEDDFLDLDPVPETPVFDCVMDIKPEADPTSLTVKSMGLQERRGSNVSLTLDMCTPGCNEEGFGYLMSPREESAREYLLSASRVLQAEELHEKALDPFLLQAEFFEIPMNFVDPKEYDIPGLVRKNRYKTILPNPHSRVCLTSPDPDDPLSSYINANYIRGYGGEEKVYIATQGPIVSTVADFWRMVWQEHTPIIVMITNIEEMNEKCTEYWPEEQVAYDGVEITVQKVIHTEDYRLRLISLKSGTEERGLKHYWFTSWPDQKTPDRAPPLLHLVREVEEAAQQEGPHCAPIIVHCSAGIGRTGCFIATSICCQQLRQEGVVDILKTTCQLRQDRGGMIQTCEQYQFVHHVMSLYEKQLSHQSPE
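Assay system: isolated STEP enzyme. Buffer or medium: pH 6.0 Bis-Tris with DTT and Tween 20. Also added: fluorogenic phosphatase substrate OMFP at 25 µM final. Dosing: 20 µM, 1% DMSO. Timing: 20 min reaction, room temperature, in the dark. Measured by: fluorescence intensity, excitation 480 nm, emission 540 nm. Evaluation: normalized % inhibition.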
Starred values were filed as active, the others as inactive; i = inactive; . = no result given; & = joins results of further samples.

SMILES	LMPTP block	Scp-1 inhibitor	SUMO1 PPI mod	TbMetRS inhib	DNMT1 block	Rpn11 block	CSN deneddyl inh	NadD inh	MsrA inhibitor	STEP block
Cc1c(C(c2ccc(F)cc2)c2c(C)n(C)n(-c3ccccc3)c2=O)c(=O)n(-c2ccccc2)n1C	-1.2	5.2	-1.7	-0.5	3.2	i	2.5	18.0	0.3	-0.5
O=C(Cn1cccc1)N1CCN(c2ccc(F)cc2)CC1	-0.6	-8.5	-2.5	-0.7	-1.6	i	4.2	2.4	0.3	-1.6
O=C(CN1C(=O)C2C3C=CC(C4CC34)C2C1=O)OCC(=O)c1ccccc1 (configuration not stated)	-0.3	-1.4	1.8	-0.6	2.0	i	-3.3	-0.2	-0.5	1.3
CC(C)c1ncc(C(O)c2ccccc2)n1C (configuration not stated)	-1.4	-1.2	1.5	0.2	1.0	i	0.4	-0.7	-0.3	-2.2
Cc1ccccc1C(=O)Oc1ccccc1N1C(=O)C2CC=CCC2C1=O (configuration not stated)	-0.6	-11.1	2.7	0.4	4.6	i	-1.0	-6.1	0.2	-3.4
O=S(=O)(c1ccc(NC(=S)NN=Cc2ccccc2O)cc1)N1CCCCC1	2.3	-5.3	7.2	-0.5	-20.8	i	-1.1	17.5	0.6	-1.5
CC1(C(=O)Nc2nc3ccc(S(C)(=O)=O)cc3s2)CC1(Cl)Cl (configuration not stated)	0.4	-13.3	3.9	-0.4	-2.1	i	0.8	-5.4	0.0	-1.9
CCn1c(CNc2ccc(C(=O)O)cc2)nc2ccccc21	0.3	-2.5	-1.9	-0.1	-1.8	i	-3.1	3.1	0.6	-1.5
CC(=O)Nc1cc(-c2cccc(C(=O)NCCN(C)C)c2)cn2c(-c3cccc(C(F)(F)F)c3)cnc12	-6.7	.	-89.7	-0.3	-4.8	i	-4.7	-6.4	-0.5	5.7
c1ccc(-c2nc(-c3ccccn3)nc(-c3ccccn3)n2)nc1	0.1	-0.4	-12.8	-0.3	9.3	i	-2.8	-1.0	-0.6	0.6
Cc1nn(-c2ccccc2)c2c1C1(C(=O)N(C(C)C)c3ccccc31)C(C#N)=C(N)O2 (configuration not stated)	-0.3	-3.4	1.9	-0.6	-13.2	i	0.2	-2.7	0.7	-5.0
CN1CCN(S(=O)(=O)c2ccc(NC(=O)c3csc4ccccc34)cc2)CC1	0.0	-6.5	6.8	-1.1	-2.9	i	3.4	0.0	.	-0.4
NC(=O)c1c(NC(=O)CSc2nnc(-c3ccco3)n2-c2ccccc2)sc2c1CCC2	20.5	76.2*	15.6	-1.1	86.2*	i	36.3*	9.7	1.3	4.9
CCc1noc(C)c1C(=O)Nc1cc(S(=O)(=O)N(CC)CC)ccc1N1CCOCC1	0.6	-2.0	2.9	-0.1	-0.9	i	-4.2	4.6	0.3	0.4
COC(=O)/C=c1/s/c(=C(\C#N)C(=O)NCc2ccco2)n(-c2ccccc2)c1=O	0.5	-10.4	-5.7	0.3	-2.1	i	3.3	1.0	0.5	-4.3
COc1ccc(CCNC(=O)CNS(=O)(=O)c2ccc(N(C)C)c([N+](=O)[O-])c2)cc1OC	-1.1	-4.0	-17.2	-0.7	2.5	i	-3.3	-2.8	0.3	-0.9
COc1ccc2ccccc2c1CN1CCN(Cc2ccccc2)CC1	-0.9	-5.5	-1.0	-0.6	-1.7	i	3.2	-2.5	1.3	-5.0
CC1(Oc2ccc(CC#N)cc2)CCN(Cc2ccccc2OC(F)F)C1 (configuration not stated)	-0.8	.	3.2	-0.2	7.8	i	3.0	-1.0	-0.6	2.2
CC(=O)Nc1ccccc1C(=O)N1CCN(Cc2ccc3c(c2)OCO3)CC1	-0.2	-4.7	3.1	-0.4	-10.3	i	3.4	-1.0	0.3	-0.9
COCCN(CC(=O)Nc1cccc(C)c1C)C(=O)c1oc2c(Cl)cccc2c1C	1.0	-10.2	1.2	0.2	-11.1	i	-3.2	-2.7	-0.2	1.9
O=[N+]([O-])c1ccc(NN=Cc2ccco2)nc1	5.8	36.0	-32.7	-0.1	42.6	i	21.3	0.7	1.1	0.2
O=C(CN1C(=O)NC2(CCCCC2)C1=O)Nc1nc2c(F)cc(F)cc2s1	0.7	-0.4	6.3	-0.1	-10.3	i	7.2	0.2	-1.3	-3.0
CC(C)OC(=O)c1c2c(n3ccccc13)C(=O)c1ccccc1C2=O	6.7	-8.9	-15.2	0.4	-12.4	i	0.9	-3.0	0.7	-25.0
CCN(CC)C(=O)c1sc(NC(=O)Cc2ccc(OC)cc2)c(C#N)c1C	-0.6	-3.0	-2.5	-0.2	-0.5	i	-1.7	-8.6	-0.2	-2.7

Profiles, looked up by structure:
CC(C)OC(=O)c1c2c(n3ccccc13)C(=O)c1ccccc1C2=O as listed: LMPTP block: 6.7; Scp-1 inhibitor: -8.9; SUMO1 PPI mod: -15.2; TbMetRS inhib: 0.4; DNMT1 block: -12.4; Rpn11 block: i; CSN deneddyl inh: 0.9; NadD inh: -3.0; MsrA inhibitor: 0.7; STEP block: -25.0
COC(=O)/C=c1/s/c(=C(\C#N)C(=O)NCc2ccco2)n(-c2ccccc2)c1=O as listed: LMPTP block: 0.5; Scp-1 inhibitor: -10.4; SUMO1 PPI mod: -5.7; TbMetRS inhib: 0.3; DNMT1 block: -2.1; Rpn11 block: i; CSN deneddyl inh: 3.3; NadD inh: 1.0; MsrA inhibitor: 0.5; STEP block: -4.3

Next part:
SMILES	LMPTP block	Scp-1 inhibitor	SUMO1 PPI mod	TbMetRS inhib	DNMT1 block	Rpn11 block	CSN deneddyl inh	NadD inh	MsrA inhibitor	STEP block
COc1ccccc1C(=O)NCCNc1ccc([N+](=O)[O-])cc1Cl	-0.4	-14.6	-22.0	1.4	2.8	i	2.3	-5.3	1.5	-4.7
CN(CCc1ccccn1)C(=O)CCC1CCCN(C(=O)c2ccsc2)C1 (configuration not stated)	0.2	3.1	-1.8	-0.4	0.9	i	1.8	-2.8	0.7	-3.3
CCOc1cc(NC(=S)NCCCN2CCOCC2)c(OCC)cc1NC(=O)c1ccco1	-3.4	-4.7	1.5	-0.4	-1.3	i	2.1	-4.2	1.5	0.6
CCCOc1cccn2c(N(C=O)Cc3ccc(OC)cc3)c(CC)nc12	-1.5	.	-4.2	-0.3	-0.5	i	-3.0	0.0	-0.5	0.3
C=C(C)C(=O)Nc1cccc(C2=NOC3(C2)C[C@H](C(N)=O)N(C(=O)/C=C/C)C3)c1 (some centres not stated)	0.7	66.0*	59.6*	0.6	99.0*	i	15.3	-2.0	0.1	1.4
Cc1ccsc1-c1cc(C(=O)O)c2c(ccc3ccccc32)n1	0.2	-8.1	3.4	0.2	1.5	i	-0.4	-0.4	0.2	-1.4
COc1ccc(S(=O)(=O)N2CCCCC2)cc1NC(=O)CSc1ncnc2ccccc12	1.3	0.6	4.2	-0.3	-4.3	i	-1.9	8.0	1.4	2.8
COC(=O)C1=C(Nc2ccc(OC)cc2)C=C(C)C(C(=O)OC)C1c1ccc(C)cc1 (configuration not stated)	1.7	-3.4	-1.3	-1.7	-6.5	i	3.7	5.1	0.7	2.7
CCOc1ccccc1N(CC(=O)N/N=C(\C)c1cccc(Br)c1)S(C)(=O)=O	1.7	-2.5	8.0	-0.1	-2.5	i	-2.3	-1.4	0.6	1.3
CCNC(=O)C1(C)CCCN1C(=O)c1ccc(F)c(Cl)c1 (configuration not stated)	-0.4	.	-1.5	-0.1	-0.6	i	-1.3	0.9	0.1	-2.6
CCOC(=O)N1CCN(c2c(N3CCN(c4ccccc4F)CC3)c(=O)c2=O)CC1	-1.3	-2.0	-7.6	-0.1	-0.8	i	-2.8	-2.1	1.3	-0.4
Nc1nnc(Sc2ccc(Cl)cc2[N+](=O)[O-])s1	2.5	-3.1	-8.7	0.0	-0.7	i	0.1	0.4	-0.5	4.0
C=CCn1c(SCCCC)nc(O)cc1=O	-1.1&-0.3	-9.1&-7.2	5.0&-0.3	-0.3&-0.8	0.6&-0.5	i	4.1&-3.5	1.7&-0.2	-0.3&-1.6	2.1&2.9
O=C(NN=Cc1cccc2ccccc12)C1CC1	1.4	-10.5	-19.9	-0.1	-0.2	i	-1.8	0.3	1.4	-0.7
COc1ccc(-c2nsc3c(N4CCCCC4)ncnc23)cc1	3.5	3.4	-4.3	0.0	-6.5	i	1.0	6.8	0.7	1.5
CCOc1cccc(N2C(=O)CC(N3CCN(c4nc5ccccc5s4)CC3)C2=O)c1 (configuration not stated)	-0.9	-7.8	-3.3	-0.4	-1.7	i	-0.8	4.2	0.0	1.2
Cc1ccc2oc(=O)cc(CN3CCCCC3)c2c1	-0.2	-9.1	-0.4	-0.8	2.5	i	2.7	3.1	0.9	-1.5
Cc1ccccc1Cn1nc(C)c(NC(=O)c2ccccc2)c1C	-1.5	-0.7	-2.0	-1.2	3.6	i	-0.9	-0.6	0.1	0.3
O=C(Nc1cccn(Cc2c(Cl)cccc2Cl)c1=O)c1ccccc1Cl	3.1	-14.2	-3.1	-0.9	-15.4	i	-1.9	-1.5	2.5	0.6
CN(CC(=O)Nc1cccc(F)c1)C(=O)c1ccc(N2CCCCCC2)c([N+](=O)[O-])c1	2.9	-2.8	-19.8	-0.5	-9.6	i	-2.8	-0.9	-0.4	-0.7
COc1ccc(CCNC(=O)CCNS(=O)(=O)c2cc(Br)cnc2N)cc1OC	1.4	0.6	-0.8	-0.8	1.1	i	-0.2	-4.7	2.2	1.5
Cc1nc(N)[nH]c(=O)c1CC(=O)OCCCl	0.4	0.2	3.5	0.3	0.2	i	0.1	-3.4	0.1	-1.5
Cc1nn(-c2ccc(F)cc2)c(C)c1NS(=O)(=O)c1ccc(Cl)cc1	0.0	11.3	0.9	-0.4	-1.5	i	-1.1	6.9	0.7	0.2
COc1cc(O)c(C(CC(=O)N2CCCCC2)c2ccc(N(C)C)cc2)c(OC)c1 (configuration not stated)	-0.7	-4.4	-2.5	-0.4	1.9	i	-1.9	-8.1	0.8	0.6
CC(C)NC(=O)NC(=O)COC(=O)c1ccccc1O	-1.1	-1.7	-3.5	-0.7	-3.0	i	-4.1	-1.6	0.5	0.2
CCc1ccc(OCC(=O)N(C)C)c(Br)c1	-0.6	-2.6	0.5	-1.1	0.8	i	3.6	-0.8	-0.4	-2.3
CN(C(=O)COC(=O)c1ccc(Cl)s1)C1(C#N)CCCCC1	-1.0	-1.1	1.2	-0.5	1.6	i	1.3	-6.1	-1.1	-1.3
O=C(c1ccc2c(c1)OCO2)N(c1ccc(Cl)cc1)C1C=CS(=O)(=O)C1 (configuration not stated)	-1.4	-1.3	2.9	-0.2	0.7	i	3.0	-0.2	1.4	-1.0
